# TbMetRS inhib = T. brucei MetRS inhibitors, primary screen, biochemical, luminescence; purified T. brucei MetRS, ATP depletion, Kinase-Glo luminescence; 360,000 compounds, 0.4% hits; AID 624268, 2012; inhibition, % at 11.9 µM;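 active means inhibition above a per-plate cutoff of the control wells' mean inhibition plus 3 SD, cut at about 5.5% in these data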;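 further: 0% = DMSO wells median and 100% = median of wells with control inhibitor compound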
#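 assay system = parasite MetRS enzyme | timing = 15 min preincubation, 2 h reaction, all 25 °C | evaluation = percent inhibition relative to median high and low control wells | medium = HEPES buffer containing pyrophosphatase, BSA, spermine, DTT | compound = single dose, 11.9 µM final nominal, 0.9% final DMSO | detection = Kinase-Glo luminescence, ATP depletion format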
# LMPTP inh = LMPTP phosphatase inhibitors, primary screen, biochemical, fluorescence intensity, uHTS | 360,000 compounds, 0.22% hits | AID 651560, 2012 | inhibition, % at 20 µM | recombinant LMPTP-A, OMFP fluorogenic substrate | Low molecular weight phosphotyrosine protein phosphatase (Homo sapiens), P24666;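 active means compounds that cut the enzyme signal by at least half of the control window in the single-dose screen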;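 further: plate controls were DMSO wells with enzyme plus substrate for no effect and substrate without enzyme for full effect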
# Target sequence (P24666 whole entry, looked up): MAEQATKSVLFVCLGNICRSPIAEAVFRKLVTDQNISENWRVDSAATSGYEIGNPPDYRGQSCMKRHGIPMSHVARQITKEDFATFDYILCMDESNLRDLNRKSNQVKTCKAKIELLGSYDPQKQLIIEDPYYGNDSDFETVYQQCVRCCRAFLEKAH
#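 Test system – LMPTP-A enzyme · Amount – LMPTP-A at 0.625 nM final in the reaction · Buffer or medium – Bis-Tris pH 6.0, DTT, detergent · Reagent – OMFP 400 µM · Doses – single 20 µM dose · Schedule – reaction 50 min, room temperature, dark · Detection – fluorescence intensity of OMFP turnover product · Evaluation – percent inhibition versus substrate-only and uninhibited controls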
# SUMO1 PPI mod = modulators of SUMO1 protein-protein interactions, primary screen, biochemical, uHTS; Small ubiquitin-related modifier 1 (Homo sapiens), P63165; SUMO1 binding to a labelled peptide, TR-FRET, 1 h; inhibition, % at 20 µM; 360,000 compounds, 0.33% hits; in the data active means inhibition above about 37%
# CendR NRP1 mod = modulators of CendR peptide binding to NRP-1, primary screen, biochemical, fluorescence polarization, uHTS; FAM-RPARPAR peptide binding to NRP-1; inhibition, % at 25 µM; 360,000 compounds, 0.85% hits;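 active means inhibition or corrected inhibition above about 18%, plus a signal ratio from 0.5 to 1.5, limit read from the data, passing the limit was not always enough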; further: strong numbers were not always called active
# DNMT1 inh = human DNMT1 methyltransferase inhibitors, primary screen, biochemical, molecular beacon, fluorescence, HinP1I cleavage, uHTS | DNA (cytosine-5)-methyltransferase 1 (Homo sapiens), P26358 | inhibition (reported as % activation of signal), % at 10 µM | 360,000 compounds, 0.83% hits; in the data active means inhibition above about 50%
# SKN-1 block = suppressors of acrylamide-induced Pgst-4::GFP reporter in worms, primary screen, SKN-1 inhibitor project, whole organism, uHTS, GFP/RFP fluorescence ratio, strain VP596; C. elegans VP596 Pgst-4::GFP/RFP ratio, 24 h; inhibition, % at 21.8 µM; 360,000 compounds, 0.49% hits;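 active means interference check ratio from 0.5 to 1.5 plus GFP to RFP signal ratio inhibition reaching or exceeding a fixed threshold, cut at about 30% in these data, passing the limit was not always enough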; further: some compounds called inactive have numbers as strong as hits
# STEP inh = STEP phosphatase inhibitors, primary screen, biochemical, fluorescence intensity, uHTS; AID 588621, 2011; 360,000 compounds, 0.25% hits; recombinant STEP, OMFP fluorogenic substrate; inhibition, % at 20 µM; Tyrosine-protein phosphatase non-receptor type 5 (Homo sapiens), P54829;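 active means inhibition at 20 µM, scaled per plate between control wells, above about 37%, limit read from the data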;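 further: 0% = DMSO with enzyme and substrate and 100% = substrate only without enzyme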
#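 Also added – OMFP at 25 µM · Test system – STEP tyrosine phosphatase · Technique – FITC-channel fluorescence of OMFP product · Schedule – 20 min at room temperature, dark · Evaluation – control-normalized % inhibition with plate pattern correction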
# Neddylation inh = inhibitors of cullin neddylation, primary screen, biochemical, TR-FRET, uHTS, NAE and Ubc12; NEDD8-conjugating enzyme Ubc12 (Homo sapiens) + NEDD8-activating enzyme E1 regulatory …; 360,000 compounds, 0.58% hits; calls only at 25 µM; AID 651699, 2012; in the data active means inhibition above about 36%
# Target sequence (P61081 whole entry, looked up): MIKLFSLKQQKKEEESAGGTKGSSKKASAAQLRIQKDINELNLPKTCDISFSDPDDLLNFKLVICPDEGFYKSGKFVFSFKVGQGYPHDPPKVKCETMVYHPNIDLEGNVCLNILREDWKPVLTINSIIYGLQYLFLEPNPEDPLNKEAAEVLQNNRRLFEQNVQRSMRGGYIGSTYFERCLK
# Target sequence (Q13564 whole entry, looked up): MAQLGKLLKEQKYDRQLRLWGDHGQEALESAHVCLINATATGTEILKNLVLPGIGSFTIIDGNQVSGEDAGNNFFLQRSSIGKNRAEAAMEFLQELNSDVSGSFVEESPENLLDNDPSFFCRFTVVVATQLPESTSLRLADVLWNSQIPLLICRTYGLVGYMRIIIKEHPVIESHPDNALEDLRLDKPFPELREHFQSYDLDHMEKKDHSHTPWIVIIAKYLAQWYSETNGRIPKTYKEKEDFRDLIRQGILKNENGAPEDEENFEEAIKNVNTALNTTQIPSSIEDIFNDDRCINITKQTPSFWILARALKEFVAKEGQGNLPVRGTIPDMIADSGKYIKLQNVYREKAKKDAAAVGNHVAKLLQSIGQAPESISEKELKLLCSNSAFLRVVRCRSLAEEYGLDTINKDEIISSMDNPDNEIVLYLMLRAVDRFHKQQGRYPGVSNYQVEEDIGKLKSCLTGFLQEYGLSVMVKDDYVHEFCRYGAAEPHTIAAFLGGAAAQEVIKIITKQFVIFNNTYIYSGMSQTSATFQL
# Scp1 inh = Scp-1 phosphatase inhibitors, primary screen, biochemical, colorimetric, uHTS; 340,000 compounds, 0.88% hits; Recombinant Scp1, phosphopeptide, malachite green phosphate absorbance; Carboxy-terminal domain RNA polymerase II polypeptide A small phosphatase 1 (Homo …; inhibition, % at 20 µM;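 active means inhibition above about 50% at 20 µM, limit read from the data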;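 further: plate controls were DMSO wells with enzyme for no effect and wells lacking enzyme for full effect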
# Target sequence (Q9GZU7 76-261 limits assumed): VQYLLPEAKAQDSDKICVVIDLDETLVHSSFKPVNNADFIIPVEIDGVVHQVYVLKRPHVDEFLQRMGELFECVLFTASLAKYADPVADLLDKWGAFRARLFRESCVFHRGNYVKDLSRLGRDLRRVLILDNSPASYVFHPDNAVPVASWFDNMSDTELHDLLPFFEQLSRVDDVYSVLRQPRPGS
#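 Assay system: SCP-1 catalytic fragment, aa 76-261 | Buffer or medium: Tris acetate buffer pH 5.5 with MgCl2 and Tween-20 | Compound: One concentration, 20 µM, with 1.0% DMSO | Also added: Phospho 17-mer peptide substrate | Signal: Absorbance at 630 nm | Incubation: 45 min enzyme reaction at room temperature | Measure: % inhibition of SCP-1 phosphate liberation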
# NadD inh = inhibitors of S. aureus NadD, primary screen, biochemical, colorimetric, uHTS | purified NadD enzyme, colorimetric absorbance read-out | 360,000 compounds, 0.78% hits | inhibition, % at 20 µM; in the data active means inhibition above about 26%; further: some compounds past the cut are filed as inactive
# Numbers without * were called inactive; i = inactive; x = no result given. The order is random; any-hit rate near 4.6%.
SMILES,TbMetRS inhib,LMPTP inh,SUMO1 PPI mod,CendR NRP1 mod,DNMT1 inh,SKN-1 block,STEP inh,Neddylation inh,Scp1 inh,NadD inh
CC(C)(C)C(=O)c1sc2nc(-c3cccs3)cc(C(F)(F)F)c2c1N,-0.8,-1.9,-1,-26,38,-5,-26,i,-2,-2
COc1cccc(C(=O)N2CCN(CCCc3ccccc3)CC2)c1OC,0.2,-1.4,2,0,2,-2,-1,i,-1,-2
CCC(NC(=S)NCc1ccc(F)cc1)c1ccccc1 (stereo unspecified),-0.7,0.7,1,-2,3,-31,0,i,7,-6
N#Cc1cc(-c2ccccc2)nnc1Sc1ccc(Cl)cc1,-1.6,2.9,-2,4,-4,14,0,i,-12,-1
Cc1ccc(OCc2ccc(C(=O)Nc3nc4ccccc4n3C)o2)c([N+](=O)[O-])c1,-0.8,0.1,3,4,3,0,-2,i,0,14
Cc1ccc(/C=N/NC(=S)NC2CCCCC2)o1,-0.6,-1.7,-11,-11,-1,-2,-1,i,2,2
O=C(NCCCn1ccnc1)C(=O)NCC1OCCN1S(=O)(=O)c1ccc(Br)cc1 (stereo unspecified),-0.2,-1.1,2,8,4,0,-4,i,-13,-2
Cc1cccc(C(O)c2ncc(-c3ccc(Cl)cc3)[nH]2)c1C (stereo unspecified),-0.2,1.5,6,4,-3,3,-2,i,x,-7
CC1(C)OC2OC(COC(=O)c3ccc([N+](=O)[O-])cc3)C3OC(C)(C)OC3C2O1 (stereo unspecified),-0.1,-0.5,-28,4,-7,3,0,i,-8,-2
CCCCC(=O)Nc1nnc(SCC(=O)NC2CC2)s1,-0.5,0.4,2,-8,4,4,-3,i,-1,4
O=C(O)c1cc2nc(-c3ccccc3)cc(C(F)(F)F)n2n1,-1.1,-1.7,6,3,-1,-27,-5,i,-11,-3
O=C(CN1C(=O)/C(=C\c2cccc(Br)c2)Oc2ccccc21)NCCCN1CCOCC1,0.3,-5.8,-39,8,-8,0,0,x,-9,-11
Cc1cc(C(=O)N2CCN(c3ccc(C(F)(F)F)cn3)CC2)c(C)o1,-0.1,0.0,0,3,-1,-1,2,i,-5,3
COc1ccc(Nc2nc(N)nc(CN3CCOCC3)n2)cc1,-0.4,0.1,2,0,-5,19,1,i,-9,-6
O=C(CCN1C(=O)C2C3CC(C(Br)C3Br)C2C1=O)OCC(=O)c1ccccc1 (stereo unspecified),0.2,0.3,-2,0,-2,10,-3,i,-8,-14
CC12CCCCC1=CC(=O)CC2 (stereo unspecified),-0.3,-0.2,-3,-5,-1,7,-4,i,-15,-4
COc1cc(NC(=O)c2cc3ccccc3cc2OC)ccc1NC(=O)c1cccs1,-1.1,3.1,3,-8,-3,-13,1,x,7,-1
O=Cc1cc(OCc2ccccc2)ccc1[B-](F)(F)F,-2.1,-4.3,15,-10,7,-8,-2,i,-4,-6
CCn1c(SCc2nc3sc(C(=O)O)c(C)c3c(=O)[nH]2)nc2ccccc21,0.8,1.6,41*,-71,44,5,16,i,65*,7
Cc1cc(OCC(=O)NC(C)c2ccccc2)ccc1[N+](=O)[O-] (stereo unspecified),-0.7,-1.2,-7,-1,2,1,-3,i,31,2
CCc1cccc(-n2c(SCC(=O)c3c(N)n(C4CC4)c(=O)[nH]c3=O)nnc2N2CCOCC2)c1,-0.1,-0.3,0,-8,5,-10,-1,i,3,1
COc1cccc2c1OC1(C)CC2NC(=O)N1c1cccc(C(=O)N2CCN(c3ccccc3)CC2)c1 (stereo unspecified),-0.3,-1.4,0,8,4,5,-2,i,-1,5
N#CC1=C(S)N(c2ccccc2)C(c2ccc(-c3cc(Cl)ccc3Cl)o2)NC1=O (stereo unspecified),-0.9,-0.4,2,-10,-4,4,3,i,-1,3
Cc1nnc(SCCC(=O)Nc2nc(-c3ccccc3)ns2)s1,-0.3,0.9,6,-13,-14,-9,2,i,-16,1
Cc1ccccc1Nc1nc(N)nc(COC(=O)[C@@H](NC(=O)c2ccco2)C(C)C)n1,-0.1,-1.2,-3,-5,-1,4,-3,i,-7,-1
O=C(CN1CCN(S(=O)(=O)c2ccc(Cl)s2)CC1)N1CCOCC1,-0.7,-2.9,-1,-1,-1,12,2,i,22,-2
Cc1cc(O)c(C(C)C)cc1NC(=O)Nc1cccc2ccccc12,0.0,2.2,0,-7,1,-10,1,i,-5,-1
COc1ccc2c(c1)c(=O)oc1cc(OCC(=O)NC3CC3)ccc12,-0.3,1.1,-8,3,40,-14,1,x,40,-5
O=C1CC(C(=O)Nc2nccs2)C(c2ccccc2)O1 (stereo unspecified),-1.0,-0.4,-1,17,5,-14,7,i,-2,0
COCCN(C(C)=O)c1nnc(-c2ccccn2)s1,-0.7,0.4,1,-3,2,-7,0,i,4,-3
CCCN1CCN(C(=O)c2ccc(-c3ccc([N+](=O)[O-])cc3)o2)CC1,-0.4,9.8,-34,5,-7,2,1,i,-4,10
CCN1CCN(CC(=O)Nc2ccc(Cl)c(S(=O)(=O)N(C)C)c2)CC1,-0.2,0.0,-6,4,-2,0,-1,i,-6,5
CNC(=S)N(Cc1cc2cc(OC)c(OC)cc2[nH]c1=O)C1CCCC1,-0.5,0.4,5,5,0,5,-1,i,3,-5
CCC(C)(C)NC(=O)COc1ccc(OCc2ccccc2)cc1,0.2,-1.5,-1,9,0,3,-1,i,-8,-1
CC(=O)Nc1cc(-c2ccc(N(C)C)cc2)cn2c(-c3ccc(F)c(Cl)c3)cnc12,-0.3,1.4,-4,-75,10,13,0,x,x,2
[O-][n+]1c2ccccc2c2n1CCN=C2c1ccc(Cl)cc1,0.6,-2.5,-4,-14,-10,-7,-2,i,-2,-6
Cc1[nH]c2ccccc2c(=O)c1SC(F)(F)C(F)C(F)(F)F (stereo unspecified),5.3,0.3,-1,-15,-7,-4,0,i,-2,-6
CCN1C(=O)C(CC(=O)Nc2ccc(F)cc2)N(Cc2ccc3c(c2)OCO3)C1=S (stereo unspecified),-0.8,0.8,-1,2,-1,2,2,i,-14,-9
CN1CCN(c2ccc(S(=O)(=O)N3CCCCC3)cc2NC(=O)COc2ccc(F)cc2)CC1,-0.5,0.1,2,4,-2,13,-3,i,-4,-2
CCN1C(=O)CSc2ccc(C(=O)NCc3ccco3)cc21,-0.8,1.8,2,-12,-3,-15,1,i,0,-8
[O-]/C(=C(\C(=S)NCCN1CCOCC1)[n+]1ccccc1)c1ccc(Cl)s1,-0.2,-2.4,-5,-29,-26,-2,-3,i,-2,8
OC1c2c(F)cccc2N=C2CCCCCN21 (stereo unspecified),-1.4,-1.6,4,-23,-4,7,2,x,x,1
CC(C(=O)N1CCOCC1)N1C(=O)c2ccccc2C1=O (stereo unspecified),-1.5,-0.3,-5,-11,-1,5,-3,i,15,-9
Cc1ccc(NC2=CC(=O)CC(c3ccc(Cl)cc3)C2)cc1 (stereo unspecified),-0.5,-1.0,0,-36,4,4,1,i,3,12
CC(C)CCN1C(Nc2ccccc2)=NC[C@@H]1CC(C)C,-0.2,-0.5,0,-4,4,4,-3,i,-8,-4
O=S(=O)(Nc1ccc(Br)cc1)c1cccc2cccnc12,-0.1,0.6,2,-13,0,19,0,i,-3,-6
CCOc1ccc(N(CC(=O)N/N=C/c2cc(Br)c(C)o2)S(C)(=O)=O)cc1,-1.0,1.3,-15,-14,-1,0,-3,i,-5,-3
Cc1ccc(OCCN2CCN(C(=O)CCC(=O)Nc3nnc(C(C)C)s3)CC2)cc1,-0.5,-1.1,-1,13,-1,26,8,i,-10,-3
CN(c1ccc(OCC(=O)OCC(=O)Nc2c(F)c(F)c(F)c(F)c2F)cc1)S(=O)(=O)c1ccc(F)cc1,0.8,1.2,0,18,-8,5,-1,i,-5,-10
CCOc1ccccc1C1CC(c2cccc(NS(C)(=O)=O)c2)=NN1C(=O)c1ccccc1 (stereo unspecified),0.2,0.7,-4,-7,-4,10,-4,i,-8,-2

# In the list so far, two have a cyano group.
SMILES,TbMetRS inhib,LMPTP inh,SUMO1 PPI mod,CendR NRP1 mod,DNMT1 inh,SKN-1 block,STEP inh,Neddylation inh,Scp1 inh,NadD inh
N#Cc1cc(-c2ccccc2)nnc1Sc1ccc(Cl)cc1,-1.6,2.9,-2,4,-4,14,0,i,-12,-1
N#CC1=C(S)N(c2ccccc2)C(c2ccc(-c3cc(Cl)ccc3Cl)o2)NC1=O (stereo unspecified),-0.9,-0.4,2,-10,-4,4,3,i,-1,3

# The list continues:
SMILES,TbMetRS inhib,LMPTP inh,SUMO1 PPI mod,CendR NRP1 mod,DNMT1 inh,SKN-1 block,STEP inh,Neddylation inh,Scp1 inh,NadD inh
COc1ccc(NC(=O)CN2C(=O)NC(C)(C3CC3)C2=O)cc1S(=O)(=O)N1CCCCC1 (stereo unspecified),-0.3,-0.1,-4,7,1,-3,-2,i,-4,-1
CCCCc1c(-c2ccccc2OC)ncn1CCc1ccc(OC)cc1,-0.5,0.0,9,-6,x,9,x,i,x,-3
COC(=O)c1c(C)[nH]c(C(=O)C(C)OC(=O)C2=NNC(=O)CC2)c1C (stereo unspecified),0.0,-2.4,1,3,-2,5,-4,i,-9,-10
COc1ccccc1N1CCN(C(=O)c2ccc3nc[nH]c3c2)CC1,1.3,-1.0,3,0,0,3,-4,i,-8,0
COC(=O)c1ccccc1N=NNc1ccc([N+](=O)[O-])cc1,0.9,0.5,-27,-14,10,21,-4,i,x,-5
COc1ccc(CC(=O)c2ccc(O)cc2O)cc1,-2.4,2.1,6,-1,0,-1,0,i,-1,-4
C=CCS/C(N)=N\N=C\c1cc(Br)cc([N+](=O)[O-])c1O,-0.8,2.5,-10,6,-2,-6,1,i,1,6
CCN1CCN(c2ccc(S(=O)(=O)N3CCOCC3)cc2NC(=O)c2ccc(C)cc2C)CC1,0.0,-8.6,-16,12,2,1,-4,i,-10,-3
CNc1ncnc2c1ncn2[C@H]1CN(Cc2ccncc2)C[C@@H](CO)O1,-0.2,-1.1,4,0,-4,-7,0,i,x,0

# Screening results deposited in PubChem by several laboratories.
